TRb-SRC2 inh: TRbeta-SRC2 interaction inhibition. P10828. TRbeta-SRC2 peptide binding, fluorescence polarization; receptor liganded with 1 µM T3. Potency, µM (series often up to 106 µM), without a hit: top-dose activity change, negative = inhibition, hits mostly inhibitors. hit rate 0.065% among 280,000. AID 1469;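 also: potency is read from the fitted curve at half-maximal effect; plate controls were bound peptide for no effect and peptide without receptor for full effect; nearly all actives have a fitted effect of over 50% in size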
Target sequence (P10828 whole entry, looked up): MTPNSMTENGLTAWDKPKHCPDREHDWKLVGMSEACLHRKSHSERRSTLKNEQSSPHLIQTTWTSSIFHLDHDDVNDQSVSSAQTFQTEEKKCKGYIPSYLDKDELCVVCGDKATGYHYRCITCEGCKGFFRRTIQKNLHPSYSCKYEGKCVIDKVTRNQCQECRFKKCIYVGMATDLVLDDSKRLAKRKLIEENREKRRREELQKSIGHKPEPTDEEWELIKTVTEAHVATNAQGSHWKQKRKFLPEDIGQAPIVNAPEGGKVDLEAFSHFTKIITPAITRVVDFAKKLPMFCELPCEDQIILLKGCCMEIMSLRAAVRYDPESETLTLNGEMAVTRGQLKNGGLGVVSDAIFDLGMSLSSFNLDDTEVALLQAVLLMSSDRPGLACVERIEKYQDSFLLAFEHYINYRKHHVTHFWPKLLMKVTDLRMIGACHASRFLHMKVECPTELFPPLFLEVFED
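Decrease in fluorescence polarization of 20 nM Texas Red SRC2 coactivator peptide flagged inhibition of its binding to 0.6 uM TRb LBD; 1 uM T3 included, incubation 5 hr, ex 555/em 632 nm.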
Tau fluor counter: counter-screen for tau fibril formation inhibitors | tau K18 P301L (four-repeat tau fragment) Alexa594 fluorescence, heparin fibrillization | Potency, µM (titrated, usually from 57.7 µM), inactives show at the highest dose activity change, negative = decrease | hit rate 0.93% among 280,000 | AID 1463; also: potency is read from the fitted curve at half-maximal effect; % is scaled to controls: 0 for no effect and ±100 for the full control effect; nearly all actives have a fitted effect of over 55% in size
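Human K18 P301L tau (15 uM unlabeled plus 0.24 uM Alexa 594-labeled, final) in 100 mM sodium acetate pH 7 was mixed with compound and 20 uM heparin and incubated 6 hr at 37 C.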
aGal spleen mod: alpha-galactosidase A (human) modulation. P06280. human spleen homogenate, 4MU-alpha-Gal fluorescence, 40 min. Potency, µM (titrated, usually from 80 µM), without a hit: at the highest dose activity change, negative = inhibition, most hits filed as inhibitors. hit rate 0.008% among 240,000. AID 2107;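 also: potency is read from the fitted curve at half-maximal effect; 0% = enzyme with vehicle and -100% = no enzyme basal signal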
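Spleen homogenate 1 ug + cpd (titration) + 4-MU-alpha-D-galactopyranoside 1 mM; 37C 40 min; 50 mM citrate/phosphate pH 5.0, 0.01% Tween-20; stop pH 10; fluorescence 365/440; AC50 via Hill.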
Tau fibril FP: tau fibrillization inhibition (FP). P10636. K18 P301L tau heparin fibrillization, Alexa594 FP, 6 h. Potency, µM (titrated, usually from 57.7 µM), for inactives: at the top dose activity, negative = inhibition, hits mostly inhibitors. hit rate 0.39% among 280,000. AID 1468; also: potency is read from the fitted curve at half-maximal effect; % is scaled to controls: 0 for no effect and ±100 for the full control effect; nearly all actives have a fitted effect of over 55% in size
Target sequence (P10636 561-689 P618L limits assumed): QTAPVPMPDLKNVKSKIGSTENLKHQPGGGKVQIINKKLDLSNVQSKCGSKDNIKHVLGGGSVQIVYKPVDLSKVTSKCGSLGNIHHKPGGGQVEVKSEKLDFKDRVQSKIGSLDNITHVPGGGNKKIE
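Human K18 P301L fragment (15 uM unlabeled plus 0.24 uM Alexa 594-labeled) in 100 mM sodium acetate pH 7 with compound, aggregation induced by 20 uM heparin for 6 hr at 37 C. ThT (30 uM) added for 1 hr, then Alexa 594 FP read.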
Epigenetic reg: derepresses silenced GFP reporter in murine cells; murine LDR cells, GFP reporter derepression, 30 h; Potency, µM (top dose mostly 53.9 µM), without a hit: at the highest dose GFP activation, hits mostly activators; hit rate 0.2% among 280,000; also: potency is read from the fitted curve at half-maximal effect; % of control where 0% means no effect; nearly all actives have a fitted effect of over 60% in size
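Murine LDR cells carrying a silenced, genomically integrated CMV-driven GFP reporter were exposed to compound for 30 hours at 37 C. After PBS washes, GFP-positive cells (20–120 um objects) were counted by laser-scanning microplate cytometry.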
TR SRC2 fluor cs: Texas Red fluorescence interference in TRb-SRC2 counter-screen | TRb/SRC2 Texas Red total fluorescence interference | Potency, µM (highest dose often 106 µM), for inactives: top-dose fluorescence change, negative = quenching | AID 1479 | hit rate 0.29% among 280,000; active = well fitted curve in either direction with a large enough effect; inconclusive = small, poorly fitted or top-dose-only effect; also: potency is read from the fitted curve at half-maximal effect; % is scaled to controls: 0 for no effect and ±100 for the full control effect
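Flags fluorescent or light-absorbing compounds by total fluorescence, S + 2P, at 555 nm excitation and 632 nm emission. Mixture: 20 nM Texas Red SRC2 peptide, 0.6 uM human TRb LBD, 1 uM T3, 5% DMSO; compound exposure 5 h at ambient temperature.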
CBFb RUNX1 block: inhibitors of human CBF-beta and RUNX1 interaction. AlphaScreen CBFb-His/RUNX1-biotin binding, biochemical. Potency, µM (top dose mostly 59.8 µM), for inactives: at the top dose activity, negative = inhibition, hits mostly inhibitors. 230,000 tested, under 10 active. AID 1477; also: % of control where 0% means no effect
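CBF-beta (His) and RUNX1 (biotin), 30 nM each; 20 min preassociation; + compound, 15 min; + beads 50 ng each (Ni, streptavidin), 90 min; RT; AlphaScreen read.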
NPSR antagonist: antagonists of human neuropeptide S receptor cAMP signaling. Q6W5P4. CHO-NPSR cells, cAMP TR-FRET, antagonist mode. Potency, µM (highest dose often 38.3 µM), inactives show at the top dose activity change, negative = inhibition, hits mostly inhibitors. hit rate 1% among 220,000. AID 1461; also: potency is read from the fitted curve at half-maximal effect; % is scaled to controls: 0 for no effect and ±100 for the full control effect; nearly all actives have a fitted effect of over 50% in size; many of its hits are not listed in these tables
Target sequence (Q6W5P4 whole entry, looked up): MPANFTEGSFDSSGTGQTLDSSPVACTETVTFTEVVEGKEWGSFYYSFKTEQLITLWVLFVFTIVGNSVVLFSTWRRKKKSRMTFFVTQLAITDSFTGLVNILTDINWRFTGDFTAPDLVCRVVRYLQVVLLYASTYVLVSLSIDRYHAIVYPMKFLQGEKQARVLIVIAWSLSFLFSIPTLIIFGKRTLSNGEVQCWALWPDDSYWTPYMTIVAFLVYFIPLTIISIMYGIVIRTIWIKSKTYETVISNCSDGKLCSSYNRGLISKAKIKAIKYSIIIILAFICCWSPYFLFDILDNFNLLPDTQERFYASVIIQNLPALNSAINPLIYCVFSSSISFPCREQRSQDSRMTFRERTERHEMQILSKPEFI
* = called active by the depositor; ? = inconclusive; · = no result given; [ ] = another dose, or the depositor's remark. Unless noted, calls follow the shape of the dose curve; as a rule, active = well fitted curve in the direction sought with a large enough effect; inconclusive = small, poorly fitted or top-dose-only effect, or another doubt; inactive = no such curve, though single readings can be large; an effect the other way counts as inactive or inconclusive.

SMILES	TRb-SRC2 inh	Tau fluor counter	aGal spleen mod	Tau fibril FP	Epigenetic reg	TR SRC2 fluor cs	CBFb RUNX1 block	NPSR antagonist
Cc1ccc(Cn2ccc(NC(=O)c3nn(C)cc3Cl)n2)cc1	2%	-4%	9%	6%	1.1%	-2%	-1%	3%[46.1 µM]
O=S(=O)(c1ccccc1)c1ccc(C(F)(F)F)cn1	3%	4%	2%	5%	-3.8%	-1%	0%	12%
CCCn1c(C)nc2c(N(CCN(C)C)Cc3ccccc3)nc(C)nc21	1%	-13%	2%	-12%	3.2%	-4%	18%	·
CCC(CC)NC(=O)c1cc(OC)c(OC)cc1[N+](=O)[O-]	-4%	-13%	-7%	-8%	-1.0%	-3%	3%	-4%[46.1 µM]
Cc1ccc(CNC(=O)CSc2ncccn2)cc1	2%	1%	-3%	2%	-1.0%	1%	5%	1%[46.1 µM]
Cc1ccc2c(c1)c1c(c(=O)n(-c3ccccc3C)c(=O)n1CC(=O)NCc1ccccc1)n2C	-1%	-14%	·	-2%	10%	-1%	·	·
CCOC(=O)c1sc(C)c2c(=O)n(CC)nnc12	-1%	3%	-5%	4%	-2.2%	-6%	6%	-5%[46.1 µM]
O=C(CN1C(=O)COc2ccccc21)NCc1ccc(C(=O)O)cc1	2%	8%	8%	6%	0.0%	-7%	-8%	3%[46.1 µM]
Cc1noc2ncnc(Oc3ccc4ccccc4c3)c12	4%	-11%	-7%	-3%	1.3%	1%	6%	-14%[46.1 µM]
CCc1ccc(NC(=O)CN(C)S(=O)(=O)c2ccc3c(c2)c(=O)n(C)c(=O)n3C)cc1	1%	-10%	·	-5%	-1.1%	0%	·	·
O=C(CCC1CCCC1)N1CCN(C2CCCC2)CC1	8%	-2%	-3%	1%	0.0%	1%	3%	-9%[46.1 µM]
Cc1nn(Cc2ccccc2)c(=O)n1N(C)c1ncc(C(F)(F)F)cc1Cl	-1%	-5%	-3%	3%	0.0%	0%	2%	3%[46.1 µM]
COc1ccc(NS(=O)(=O)c2c(F)cc(F)c(Cl)c2F)cc1S(=O)(=O)N1CCCCC1	-1%	-9%	-6%	-5%	-1.5%	1%	1%	-7%
Cc1ccc(-n2nc(C)c3c(C)c(CCC(=O)Nc4ccc(CN5CCCC5)cc4)c(C)nc32)cc1	2%	-30%	4%	-14%	1.1%	-2%	1%	?
Cn1c(=O)c2c(-c3ccccc3)n(C3CCCCC3)cc2n(C)c1=O	4%	-7%	3%	-9%	-1.0%	-2%	-2%	-6%[46.1 µM]
COc1cccc(-c2cc(=O)c3cc(O)ccc3o2)c1	1%	-8%	3%	?	-1.1%	-4%	2%[21.7 µM]	·
COc1cc(C2C(C#N)=C(N)Oc3n[nH]c(-c4cccnc4)c32)cc(Br)c1O (stereo not given)	5%	-7%	3%	2%	0.0%	-2%	-7%	-1%
CC(=O)c1cccc(NC(=O)C2C3C=CC(C4CC34)C2C(=O)O)c1 (stereo not given)	-3%	0%	-1%	10%	-2.2%	-3%	4%	15%[46.1 µM]
CC12CCC(C(=O)N3CCN(Cc4ccccc4)CC3)(OC1=O)C2(C)C (stereo not given)	0%	-6%	5%	12%	0.8%	-2%	2%	-6%[46.1 µM]
Cc1cccc(N2C(=O)C(Oc3ccc(Cl)cc3Cl)C2C=O)c1C (stereo not given)	13%	0%	-1%	-10%	-0.1%	-1%	-5%	-46%
CCOc1ccc(-c2cc3c(=O)n(Cc4nc(-c5ccc(OCC)c(OC)c5)oc4C)ccn3n2)cc1Cl	1%	-8%	·	-1%	0.0%	-9%	·	·
O=C(c1ccco1)N1CCCC(c2nc(-c3ccc(S(=O)(=O)NCc4ccccc4)cc3)no2)C1 (stereo not given)	-8%	-23%	2%	-3%	-0.1%	-4%	-2%	-29%[46.1 µM]
CC(C)(O)c1ccc2c(c1)CCC1C(C)(C(=O)O)CCCC21C (stereo not given)	6%	-9%	-6%	-3%	0.0%	-2%	-8%	0%
CCOc1cccc(/C=N/Nc2ccc(S(=O)(=O)N(CC)CC)cn2)c1O	0%	-11%	7%	7%	-5.1%	-1%	?	-16%
CN(CC(=O)NCCc1ccccc1)S(=O)(=O)c1ccccc1	-1%	0%	-2%	-6%	1.1%	1%	9%	4%
C[C@H](NC(=O)OC(C)(C)C)c1nnc(SCC(=O)c2ccc(Cl)cc2)o1	-11%	-8%	4%	6%	-2.1%	-2%	1%	-4%[46.1 µM]
O=C(CSC1=NCCN1)Nc1cccc(C(F)(F)F)c1	-3%	2%	-4%	-3%	?	1%	0%	11%
COc1ccc(N(CC(=O)NCc2ccco2)S(=O)(=O)c2ccc(OC)c(OC)c2)cc1	-18%	-3%	-5%	4%	-0.8%	0%	-8%	-5%[46.1 µM]
CCOC(=O)c1cccnc1SC(CC)C(=O)N1CCOCC1 (stereo not given)	2%	-13%	3%	-6%	-1.1%	-3%	4%	-20%[46.1 µM]
Cc1ccc(O)c(C(CC(=O)NCc2ccco2)c2ccccc2)c1 (stereo not given)	-1%	-9%	0%	-1%	-0.1%	-6%	-4%	13%
O=C1CC(NNc2ccccc2)C(=O)N1c1cccc(Cl)c1 (stereo not given)	-6%	-14%	-2%	1%	0.0%	-2%	-7%	-8%[46.1 µM]
CCC(=O)Nc1ccc(NC(=O)/C=C/c2ccc(Cl)cc2)cc1	-3%	-8%	-7%	-13%	-0.9%	0%	-7%	-18%[46.1 µM]
C=CCNc1nc2c(c(=O)[nH]c(=O)n2C)n1Cc1cccc(C)c1	3%	-5%	-1%	-1%	9.0%	-11%	8%	-6%[46.1 µM]
CC1CCN(Cc2c(O)ccc3c(=O)c(-c4nc5ccccc5s4)c(N)oc23)CC1	1%	-17%	14%	7%	1.0%	-7%	1%	4%
CC(=O)Oc1c2occc2cc2ccc(=O)oc12	3%	?	1%	?	-1.8%	-3%	-8%	-9%[46.1 µM]
O=C1CCCc2nn(-c3ccccc3)nc21	-2%	-5%	2%	-5%	0.0%	-2%	4%	6%[46.1 µM]
O=C1CSC(c2cccnc2)N1c1ccccc1 (stereo not given)	5%	-11%	-3%	1%	0.5%	-1%	2%	-18%
O=C(CSc1nnc(-c2ccc(F)cc2)c2ccccc12)Nc1ccccc1	0%	-26%	0%	?	1.1%	4%	-8%	-37%
CC(C)=CCN1CCN(Cc2cccc3nonc23)CC1CCO (stereo not given)	4%	-1%	-26%	-3%	-5.3%	-2%	10%	-10%
O=[N+]([O-])c1ccc(C[n+]2cccc3ccccc32)cc1	8%	9%	0%	4%	4.1%	-2%	-3%	6%

3 of the compounds above, with two lines to a compound:
Each structure is followed by: TRb-SRC2 inh	Tau fluor counter	aGal spleen mod	Tau fibril FP	Epigenetic reg	TR SRC2 fluor cs	CBFb RUNX1 block	NPSR antagonist
C=CCNc1nc2c(c(=O)[nH]c(=O)n2C)n1Cc1cccc(C)c1
→ 3%	-5%	-1%	-1%	9.0%	-11%	8%	-6%[46.1 µM]
O=C(CSC1=NCCN1)Nc1cccc(C(F)(F)F)c1
→ -3%	2%	-4%	-3%	?	1%	0%	11%
CCOc1cccc(/C=N/Nc2ccc(S(=O)(=O)N(CC)CC)cn2)c1O
→ 0%	-11%	7%	7%	-5.1%	-1%	?	-16%

Continuation:
SMILES	TRb-SRC2 inh	Tau fluor counter	aGal spleen mod	Tau fibril FP	Epigenetic reg	TR SRC2 fluor cs	CBFb RUNX1 block	NPSR antagonist
O=C(Nc1ccc2[nH]c(=O)[nH]c2c1)c1ccc(Cl)c(Cl)c1	1%	-3%	2%	-9%	-0.6%	0%	14%	4%
O=C(COc1ccc(Cl)cc1Cl)NCCCCc1ccccc1	-13%	-13%	1%	-5%	0.0%	-1%	24%	-9%[46.1 µM]
O=C(NC(=S)Nc1ccc(S(=O)(=O)NC2CCCCC2)cc1)c1cccs1	7%	4%	-1%	-4%	-0.9%	-4%	-2%	?
COc1ccc(N2CCC(CNC(=S)Nc3c(C)cc(C)cc3C)C2)cc1 (stereo not given)	4%	-27%	2%	4%	-1.0%	0%	?	-44%
O=C(NCCC1=CCCCC1)c1ccc2c(c1)N(Cc1ccccc1)C(=O)c1ccccc1S2(=O)=O	-1%	?	·	?	-1.1%	-24%	·	·
Nc1cc[n+](CC(=O)c2ccc3c(c2)OCCO3)cc1	6%	5%	-1%	12%	-1.1%	-1%	-11%	29%
Cc1nc(CCNC(=O)Cc2ccc(F)cc2)cs1	-15%	8%	3%	-1%	-0.8%	-2%	14%	12%[46.1 µM]
O=C(c1cccc(Br)c1)N1CCN(S(=O)(=O)N2CCOCC2)CC1	3%	9%	7%	1%[2.34 µM]	-0.1%	-1%	-2%	-11%
Cc1ccc(S(=O)(=O)NNC(=O)c2cccs2)c(C)c1	-8%	-6%	-3%	-1%	0.0%	-7%	0%	16%
Cc1ccc(NC(=O)CN(C)CC(=O)Nc2ccc(N3CCOCC3)cc2)c([N+](=O)[O-])c1	-5%	1%	-1%	0%	0.0%	-3%	3%	8%
CC1CN(c2nc3ccccc3cc2-c2ccccc2)CC(C)O1 (stereo not given)	8%	-4%	-3%	-4%	0.5%	0%	-2%	-39%
COc1cccc(CC(NC(C)=O)C(=O)NC2CCN(S(=O)(=O)c3ccc(NC(C)=O)cc3)CC2)c1 (stereo not given)	5%	-13%	-4%	-6%	-2.8%	-2%	3%	-10%
CN(CC(=O)Nc1ccccc1Cl)C(=O)CSc1ncc(C(F)(F)F)cc1Cl	0%	-16%	-7%	-8%	-0.9%	-5%	0%	-18%[46.1 µM]
CCCCCSc1nnc2c(n1)OC(c1cccn1C)N(C(C)=O)c1ccccc1-2 (stereo not given)	6%	-15%	2%	0%	0.9%	0%	0%	-20%[46.1 µM]
CCC(=O)O[C@]1(C(=O)CCl)[C@@H](C)C[C@H]2[C@@H]3CCC4=CC(=O)C=C[C@]4(C)[C@@]3(F)[C@@H](O)C[C@@]21C	-2%	?	-6%	-4%	0.5%	-1%	4%	2µM*

Screens (PubChem)

The list is partial, so the mix of outcomes need not match the whole.
